# Compound activity deposited in PubChem by Sanford-Burnham Center for Chemical Genomics.
# CCR6 antag: blocks CCL20-driven beta-arrestin recruitment at human CCR6. CHO-K1 CCR6 PathHunter beta-arrestin, luminescence, CCL20-stimulated. AID 493098. 340,000 tested, 0.49% active. inhibition, % at 20 µM;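 active = compounds whose inhibition of the agonist-driven luminescence signal at 20 µM reaches about 50%, limit read from the data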;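 also: cells stimulated with CCL20 at 14 nM final; plate controls were DMSO with CCL20 for no effect and DMSO without agonist for full effect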
# Target sequence (P51684 whole entry, looked up): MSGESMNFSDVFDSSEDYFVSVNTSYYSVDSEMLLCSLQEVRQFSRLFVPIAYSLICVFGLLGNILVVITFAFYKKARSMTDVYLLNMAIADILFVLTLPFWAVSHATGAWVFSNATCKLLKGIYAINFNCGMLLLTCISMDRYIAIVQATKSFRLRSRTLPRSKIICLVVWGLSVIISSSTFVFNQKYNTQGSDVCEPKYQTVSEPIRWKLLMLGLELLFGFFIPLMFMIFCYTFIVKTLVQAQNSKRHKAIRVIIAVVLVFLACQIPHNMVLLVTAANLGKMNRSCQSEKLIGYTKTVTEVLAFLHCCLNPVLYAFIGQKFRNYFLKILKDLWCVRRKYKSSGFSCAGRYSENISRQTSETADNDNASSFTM
# A3A deaminase: inhibitors of human APOBEC3A DNA deaminase; P31941; recombinant A3A, FAM/TAMRA ssDNA deamination fluorescence; 330,000 tested, 0.41% active; inhibition, % at 20 µM;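 active = at least 40% inhibition at 20 µM here, with at most 30% in a related deaminase screen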;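 also: plate controls were A3A with DMSO for no effect and wells lacking A3A enzyme for full effect; some results filed as inactive read as strong as hits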
# Target sequence (P31941 whole entry, looked up): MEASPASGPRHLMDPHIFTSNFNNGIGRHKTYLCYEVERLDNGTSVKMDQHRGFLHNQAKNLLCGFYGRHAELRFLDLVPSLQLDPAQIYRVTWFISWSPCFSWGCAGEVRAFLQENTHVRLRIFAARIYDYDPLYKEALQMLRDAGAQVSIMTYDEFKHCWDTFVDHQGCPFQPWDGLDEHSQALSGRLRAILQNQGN
# NR3A LBD binder: modulators (binders) of human NR3A ligand-binding domain | NR3A LBD differential scanning fluorimetry, Tm shift; 0% = protein alone, 100% = glycine-bound protein | Tm shift relative to glycine control, % at 25 µM | 340,000 tested, 2.5% active | AID 1259313;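 active = melting temperature shift of at least 10% of the positive control shift, at one fixed dose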
# EBI2 antag: EBI2 (human) antagonism | P32249 | EBI2 beta-arrestin recruitment, luminescence, 7a,25-OHC stimulated | inhibition, % at 5 µM | 360,000 tested, 0.81% active; in the data active = inhibition above about 38%;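 also: enzyme fragment complementation signal reports receptor beta-arrestin coupling in cells; 0% = agonist plus DMSO wells and 100% = wells without agonist; some results beyond the cut were filed as inactive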
# Target sequence (P32249 whole entry, looked up, the tested form may be a part): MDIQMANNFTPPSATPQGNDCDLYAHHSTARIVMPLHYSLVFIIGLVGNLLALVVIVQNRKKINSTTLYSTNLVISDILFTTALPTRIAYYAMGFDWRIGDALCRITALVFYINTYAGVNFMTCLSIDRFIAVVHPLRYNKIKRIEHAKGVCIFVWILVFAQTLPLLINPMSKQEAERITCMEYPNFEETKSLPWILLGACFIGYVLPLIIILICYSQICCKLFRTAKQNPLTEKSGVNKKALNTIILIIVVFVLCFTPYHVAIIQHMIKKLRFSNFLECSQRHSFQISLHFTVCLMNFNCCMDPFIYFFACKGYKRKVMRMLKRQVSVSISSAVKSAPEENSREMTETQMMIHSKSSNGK
# APOBEC3G inh: blocks human APOBEC3G single-stranded DNA deamination. Q9HC16. recombinant A3G, ssDNA deamination FAM/TAMRA fluorescence. inhibition, % at 20 µM. 330,000 tested, 0.28% active. AID 493012;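 active = inhibition of at least 40% at 20 µM, with no more than 30% in the related APOBEC3A deaminase screen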;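 also: plate controls were DMSO wells with A3G for no effect and wells lacking A3G enzyme for full effect; some compounds called inactive have numbers as strong as hits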
# CXCR6 block: CXCR6 (human) receptor inhibition | O00574 | CHO-K1 PathHunter CXCR6 beta-arrestin, luminescence | inhibition, % at 20 µM | 360,000 tested, 0.36% active | AID 602244; in the data active = inhibition above about 34%, passing the limit was not always enough;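 also: antagonist mode with CXCL16 agonist at 10 nM final; 0% = 10 nM CXCL16 with DMSO and 100% = unstimulated wells without agonist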
# MPTP block: inhibitors of mitochondrial permeability transition pore. isolated mouse mitochondria, Ca2+ swelling absorbance, 30 min. inhibition, % at 10 µM. 360,000 tested, 1.4% active. AID 602449;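 active = inhibition of 50% or more, scaled per plate between neutral and stimulator controls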;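 also: 0% = DMSO wells given calcium and 100% = 1 mM EGTA wells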
# Gli-Sufu block: antagonists of Gli-Sufu signaling; Sufu-KO-LIGHT fibroblasts, Gli luciferase reporter luminescence; 340,000 tested, 0.74% active; inhibition, % at 5 µM; AID 588413;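 active = inhibition above about 55%, limit read from the data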;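 also: 0% = DMSO-treated cells and 100% = wells with medium but no cells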
# An asterisk follows results filed as active; / = not tested or not shown. Compounds were not picked by outcome (roughly 5.8% active in at least one column).
nr	SMILES	CCR6 antag	A3A deaminase	NR3A LBD binder	EBI2 antag
1	COc1cc(-c2nc3n(n2)C(c2cccc(OC)c2OC)C2=C(CCCC2=O)N3)cc(OC)c1OC (centres undefined)	-1	0	0	6
2	CC1CCC(NC(=O)c2nn(C)c3c2CS(=O)(=O)c2ccccc2-3)CC1 (centres undefined)	5	0	2	9
3	Cc1ccccc1OCCC(=O)Nc1ccc2c(C)cc(=O)oc2c1	11	5	0	8
4	COC(=O)c1sc(NC(=S)NNC(=O)c2c(Br)c(C)nn2C)c(C(=O)OC)c1C	0	-5	12*	2
5	COc1ccc(CNC(=O)COC(=O)c2ccc(F)c(S(=O)(=O)N3CCCCC3)c2)cc1OC	12	-5	1	-7
6	CCc1noc(C)c1C(=O)NC1CCCc2c1cnn2-c1cc(C)cc(C)c1 (centres undefined)	16	-2	-1	14
7	CCOC(=O)N1CCN(C(=O)CSc2ccc(Cl)cc2)CC1	15	-3	1	85*
8	Nc1nonc1N1CCCCC1	-13	-2	1	-2
9	COc1ccc(-n2c(N)cc(=O)nc2SCC(=O)NC2CCCCC2)cc1	10	/	-2	0
10	CN(C)c1c(N)[nH]c2c(c1=O)c(=O)n(C)c(=O)n2C	-1	-2	1	0

nr	APOBEC3G inh	CXCR6 block	MPTP block	Gli-Sufu block
1	-7	-8	0.5	5
2	1	6	1.1	11
3	-2	-8	1.3	3
4	-7	3	41	-4
5	-8	-4	3.0	2
6	0	-11	1.0	6
7	-4	-2	-0.2	-4
8	-6	-10	-0.2	-1
9	/	4	-0.3	0
10	-7	1	1.9	6

# EBI2 antag: entries above that show a hit
item	mol	CCR6 antag	A3A deaminase	NR3A LBD binder	EBI2 antag	APOBEC3G inh	CXCR6 block	MPTP block
7	CCOC(=O)N1CCN(C(=O)CSc2ccc(Cl)cc2)CC1	15	-3	1	85*	-4	-2	-0.2

# Remaining list, next part:
nr	SMILES	CCR6 antag	A3A deaminase	NR3A LBD binder	EBI2 antag
11	O=C(CCN1C(=O)S/C(=C/c2ccc(F)cc2)C1=O)Nc1ccc(O)c(C(=O)O)c1	10	4	-5	-3
12	C=CCn1c(=S)[nH]c2scc(-c3cccs3)c2c1=O	-3	/	0	3
13	NS(=O)(=O)c1ccc(NCc2cc(Cl)ccc2OCc2ccccc2F)cc1	54*	4	7	17
14	COc1ccccc1CC(O)CC1c2c(cc3c(c2OC)OCO3)CCN1C (centres undefined)	13	2	0	-1
15	COc1ccc(OC)c(C(C)NC(=S)Nc2ccc(S(=O)(=O)Nc3ncccn3)cc2)c1 (centres undefined)	9	-6	1	-9
16	O=C(NCCCN1CCOCC1)C(=O)NCCc1ccccc1	1	0	-1	-2
17	Cn1nnnc1SCC(=O)Nc1ccc(Oc2ccc(Cl)cc2)cc1	10	6	0	28
18	OC(CN1CCN(c2ccccc2)CC1)Cn1c2ccccc2c2ccccc21 (centres undefined)	-2	-2	-1	14
19	O=C(COC(=O)CCS(=O)(=O)c1ccc(Cl)cc1)NC1CCCCC1	-10	-2	-1	-13
20	O=C(Nc1nnc(Cc2ccc(Cl)cc2)s1)c1ccco1	10	-1	1	1

nr	APOBEC3G inh	CXCR6 block	MPTP block	Gli-Sufu block
11	1	-2	2.3	-8
12	/	4	4.3	-3
13	0	-12	0.3	4
14	-5	0	-0.1	20
15	-5	0	-2.1	0
16	-6	3	-4.3	11
17	-3	-6	2.8	-8
18	-5	-3	-0.6	8
19	-5	8	-1.9	1
20	-5	-2	-1.5	-6

# More records follow.
nr	SMILES	CCR6 antag	A3A deaminase	NR3A LBD binder	EBI2 antag
21	Cc1cccc(NC(=O)C(C)Oc2ccc(C)nc2[N+](=O)[O-])c1 (centres undefined)	-9	2	3	-4
22	O=C(/C=C/c1ccc[nH]1)c1ccccc1	15	0	-6	2
23	Cc1cc(O)c(NC(=O)c2cccc([N+](=O)[O-])c2)cc1C	6	4	17*	5
24	O=c1c(C(c2c(O)nc3n(c2=O)CCS3)c2cccc3ccccc23)c(O)nc2n1CCS2	-17	1	0	-2
25	CCC(=O)c1ccc(OC)c(OC)c1OCc1ccccc1	20	/	1	19
26	Fc1ccc(CN2C3=NCCN3c3ccccc32)cc1	9	-2	0	-1
27	COc1ccccc1-c1nc2cc3ccccc3cc2nc1-c1ccccc1OC	10	2	2	18
28	CC(=O)c1cc(CN2CCC(C(=O)Nc3ccc(-n4nc(C)cc4C)cc3)CC2)cs1	-13	3	2	-4
29	Cc1cc(=O)[nH]c(N/N=C/c2cc(C)n(CC(F)(F)F)c2C)n1	18	-5	-1	2
30	COC(=O)c1ccccc1Oc1nc(Cl)cc(OC)n1	-7	-1	-14	-2

nr	APOBEC3G inh	CXCR6 block	MPTP block	Gli-Sufu block
21	-1	0	-1.7	-10
22	-2	5	-0.3	-7
23	1	-1	3.2	-2
24	-1	-6	-2.0	-15
25	/	4	0.6	-1
26	-1	-3	1.9	5
27	-13	6	1.8	11
28	-1	-4	-0.1	24
29	-6	-6	0.8	-10
30	-5	2	0.7	5

# The list goes on:
nr	SMILES	CCR6 antag	A3A deaminase	NR3A LBD binder	EBI2 antag
31	CCC(CO)Oc1cc(NC(=O)Cc2ccccc2)c2ncn(C(C)C)c2c1 (centres undefined)	-1	0	-1	7
32	CCn1c(=N)n(CC(O)c2cccs2)c2ccccc21 (centres undefined)	14	2	0	-6
33	C=CCc1cccc2cc(C(=O)O)c(=O)oc12	-5	-3	1	2
34	O=C(N/N=C/c1cc(Cl)ccc1O)c1ccncc1	-2	1	-3	50*
35	CCOC(=O)CNC(=O)c1ccc(C#CC2(O)CCCCC2)cc1	9	0	-22	0
36	CC(C)Oc1ccc(Br)cc1C(=O)N/N=C/c1c[nH]c2ccccc12	29	2	11*	17
37	Cc1ccn2c(CNCCn3nc(C)cc3C)c(C(=O)N3CCCCCC3)nc2c1	5	-1	-1	3
38	O=c1c2ccccc2nnn1CSc1nnnn1-c1ccccc1	3	-3	1	-7
39	CC(C)Oc1ccc(C(=O)Nc2ccccc2N2CCOCC2)cc1	-4	2	0	-8
40	Cc1cc(NC(=O)CCN2CCN(C)CC2)ccc1Br	2	-2	1	-5

nr	APOBEC3G inh	CXCR6 block	MPTP block	Gli-Sufu block
31	-7	0	0.2	-5
32	-1	-7	0.6	4
33	-3	-3	2.2	4
34	-1	-9	2.6	9
35	-2	8	1.4	-19
36	-1	0	1.5	/
37	-3	5	-0.2	-29
38	-6	-9	0.4	-45
39	-4	1	0.2	-12
40	-5	0	0.4	-12

# Continued.
nr	SMILES	CCR6 antag	A3A deaminase	NR3A LBD binder	EBI2 antag
41	COc1ccc(C(=O)NNC(=O)CSc2ccccc2)cc1	-1	4	0	13
42	CC(C)C(C(=O)O)N1C(=O)/C(=C/c2cccn2C)SC1=S (centres undefined)	30	/	4	-3
43	CC1(C)CC(=O)C2=C(C1)Nc1ccccc1N(C(=O)C1CC1)C2c1ccco1 (centres undefined)	10	4	1	2
44	CNc1cc(=O)n(C)c(=O)n1-c1ccccc1	-2	-4	-1	-6
45	O=C1CSC(c2ccccc2)N1c1ccc([N+](=O)[O-])cc1 (centres undefined)	11	-5	3	-4
46	Cc1csc(NC(=O)c2cccc(C)c2C)n1	-5	7	0	-7
47	CN(Cc1ccccc1)c1ccc(C(CC(N)=O)NC(=O)c2ccccc2)cc1[N+](=O)[O-] (centres undefined)	19	0	-6	-9
48	Cc1c(C)c2ccc(OCC(=O)N3CCC[C@@H]3C(=O)O)c(C)c2oc1=O	1	2	0	-1
49	Cc1nn(-c2ccccc2)c(N2CCCC2)c1/C=N/NC(=O)c1cc(-c2cccnc2)nc2ccccc12	16	-1	0	-22
50	COc1ccc(OCC(=O)Nc2cc(S(=O)(=O)N3CCCCC3)ccc2OC)cc1	7	-1	-2	3

nr	APOBEC3G inh	CXCR6 block	MPTP block	Gli-Sufu block
41	-3	6	-0.4	-5
42	/	12	-22	-1
43	-2	-3	0.9	7
44	-4	-3	3.1	-1
45	-6	7	-1.9	-11
46	-1	-7	-0.2	5
47	2	12	0.3	33
48	0	7	-1.5	-1
49	-6	9	1.5	13
50	5	-6	-1.9	-4

# (further entries)
nr	SMILES	CCR6 antag	A3A deaminase	NR3A LBD binder	EBI2 antag
51	C[C@H]1CN(CCc2ccccc2)C(=O)[C@@H]1CC(=O)NCc1ccccc1	0	0	-1	-7
52	Cc1ccc(N2CC(C(=O)NC3CC3)CC2=O)cc1 (centres undefined)	3	1	1	4
53	CC1CC(=S)Nc2ccccc2S1 (centres undefined)	12	-4	-1	0
54	Cc1cc(Br)c(OCc2ccc(C(=O)N/N=C3\CC(=O)CC(C)(C)C3)cc2)c(Br)c1	22	1	0	18
55	COc1ccccc1CN1CC(C(=O)N(C)Cc2nc(C)cs2)CCC1=O (centres undefined)	0	1	1	5
56	O=[N+]([O-])c1cc(C(F)(F)F)c(Cl)cc1N1CCN(CCO)CC1	2	-1	2	-15
57	COc1ccc(Cl)cc1N/C(N)=N/c1nc(C)cc(C)n1	8	-1	-1	-2
58	O=C(O)C1=C(C(=O)N2CCN(C(=O)c3ccco3)CC2)CCCC1	-2	-2	5	-9
59	COc1ccc(NC(=O)C2C(=O)N(C)C3(C)CC2c2ccccc2O3)cc1 (centres undefined)	-13	2	2	-2
60	N=C1c2ccccc2CN1NC(=O)CC12CC3CC(CC(C3)C1)C2	1	2	-7	6

nr	APOBEC3G inh	CXCR6 block	MPTP block	Gli-Sufu block
51	11	-2	0.2	-24
52	-10	1	-2.4	-2
53	-4	-4	-0.4	3
54	-4	5	26	43
55	-1	-2	-1.3	-4
56	-1	-23	-2.0	-4
57	-5	0	0.8	3
58	-6	-3	-0.8	4
59	-6	-48	0.0	5
60	-3	7	3.3	18

# Only EBI2 antag and NR3A LBD binder (7 entries from above):
nr	smiles	EBI2 antag	NR3A LBD binder
59	COc1ccc(NC(=O)C2C(=O)N(C)C3(C)CC2c2ccccc2O3)cc1 (centres undefined)	-2	2
51	C[C@H]1CN(CCc2ccccc2)C(=O)[C@@H]1CC(=O)NCc1ccccc1	-7	-1
55	COc1ccccc1CN1CC(C(=O)N(C)Cc2nc(C)cs2)CCC1=O (centres undefined)	5	1
53	CC1CC(=S)Nc2ccccc2S1 (centres undefined)	0	-1
54	Cc1cc(Br)c(OCc2ccc(C(=O)N/N=C3\CC(=O)CC(C)(C)C3)cc2)c(Br)c1	18	0
60	N=C1c2ccccc2CN1NC(=O)CC12CC3CC(CC(C3)C1)C2	6	-7
52	Cc1ccc(N2CC(C(=O)NC3CC3)CC2=O)cc1 (centres undefined)	4	1

# Later entries
nr	SMILES	CCR6 antag	A3A deaminase	NR3A LBD binder	EBI2 antag
61	CCNc1nc(SCCOc2ccccc2)nc(N(C)C)n1	10	0	-3	2
62	Cc1cc(CN(C)C(=O)c2ccc(OC3CCN(Cc4ccccn4)CC3)cc2)on1	-4	-4	4	-4
63	CCC(CC)C(=O)Nc1cc([N+](=O)[O-])ccc1Cl	3	-3	-5	5
64	CC(O)(CS(=O)(=O)Cc1ccccc1)c1ccc(Cl)cc1 (centres undefined)	-2	0	7	2
65	O=C(c1c[nH]c2ccccc12)C(O)C(c1ccccc1)N1CCOCC1 (centres undefined)	-15	1	-2	-3
66	Cc1ccc(S(=O)(=O)N2CCN(C(=O)CN3CCN(c4ccc(O)cc4)CC3)CC2)cc1	-2	/	-1	-11
67	CCn1nnc2cc(C(=O)N(CCOC)CC(=O)Nc3cccc(C)c3C)ccc21	3	-1	0	-14
68	Cc1cc(C)c(NC(=O)CN2C(=O)NC3(CCOc4ccccc43)C2=O)c(C)c1 (centres undefined)	-13	-1	1	-3
69	O=c1c(Br)c(Br)cnn1-c1ccccc1	17	/	5	8

nr	APOBEC3G inh	CXCR6 block	MPTP block	Gli-Sufu block
61	-6	-5	-1.6	18
62	-9	5	1.8	12
63	-4	-17	3.3	-3
64	0	1	0.8	4
65	-6	4	-0.3	-3
66	/	-9	-0.2	13
67	-5	1	-1.4	1
68	-2	0	-0.6	3
69	/	18	0.2	1
